Compound activity: PubChem, several laboratories
TbMetRS inhib – T. brucei MetRS inhibitors, primary screen, biochemical, luminescence | purified T. brucei MetRS, ATP depletion, Kinase-Glo luminescence | inhibition, % at 11.9 µM | actives 0.4% (n = 360,000);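 active = inhibition above a per-plate cutoff of the control wells' mean inhibition plus 3 SD, cut at about 5.5% in these data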;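 also: 0% = DMSO wells median and 100% = median of wells with control inhibitor compound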
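Measured by: Kinase-Glo luciferase luminescence reporting remaining unconsumed ATP. Material: purified T. brucei MetRS enzyme. Doses: 11.9 µM compound single dose, 0.9% DMSO. Medium: HEPES buffer containing pyrophosphatase, BSA, spermine, DTT. Times: 15 min preincubation, 2 h reaction, all 25 °C. Reagent: methionine, ATP and bulk E. coli tRNA.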
SKN-1 inh – suppressors of acrylamide-induced Pgst-4::GFP reporter in worms, primary screen, SKN-1 inhibitor project, whole organism, uHTS, GFP/RFP fluorescence ratio, strain VP596; C. elegans VP596 Pgst-4::GFP/RFP ratio, 24 h; inhibition, % at 21.8 µM; actives 0.49% (n = 360,000); AID 624304, 2012;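 active = interference check ratio from 0.5 to 1.5 plus GFP to RFP signal ratio inhibition reaching or exceeding a fixed threshold, cut at about 30% in these data, passing the limit was not always enough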; also: some compounds called inactive have numbers as strong as hits
MsrA inh – bovine MsrA enzyme inhibitors, primary screen, biochemical, absorbance, HTS | Methionine sulfoxide reductase A (Bos taurus) | purified bovine MsrA, absorbance read-out | inhibition, % at 15.5 µM | actives 0.75% (n = 360,000); in the data active = inhibition above about 4.5%;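 also: 0% = vehicle wells with enzyme and 100% = reference inhibitor wells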
NRP1-CendR mod – modulators of CendR peptide binding to NRP-1, primary screen, biochemical, fluorescence polarization, uHTS; Neuropilin-1 (Homo sapiens), O14786; FAM-RPARPAR peptide binding to NRP-1; inhibition, % at 25 µM; actives 0.85% (n = 360,000);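 active = inhibition or corrected inhibition above about 18%, plus a signal ratio from 0.5 to 1.5, limit read from the data, passing the limit was not always enough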; also: strong numbers were not always called active
bovine MsrA act – bovine MsrA enzyme activators, primary screen, biochemical, absorbance, HTS. purified bovine MsrA, absorbance read-out. Methionine sulfoxide reductase A (Bos taurus). activation, % at 10.6 µM. AID 602163, 2012. actives 0.3% (n = 360,000); in the data active = activation above about 7.5%;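 also: 0% = vehicle and 100% = reference activator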
PABP1 MLLE inh – inhibitors of PABP1 MLLE–PAM2 peptide binding, primary screen, biochemical, fluorescence polarization, FITC-PAM2, GST-MLLE; Polyadenylate-binding protein 1 (Homo sapiens), P11940; actives 0.36% (n = 360,000); inhibition, % at 20 µM; AID 588489, 2011; in the data active = inhibition above about 35%, passing the limit was not always enough;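 also: plate controls were DMSO wells with GST-MLLE for no effect and wells lacking GST-MLLE protein for full effect; some results filed as inactive read as strong as hits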
Target sequence (P11940 whole entry, looked up): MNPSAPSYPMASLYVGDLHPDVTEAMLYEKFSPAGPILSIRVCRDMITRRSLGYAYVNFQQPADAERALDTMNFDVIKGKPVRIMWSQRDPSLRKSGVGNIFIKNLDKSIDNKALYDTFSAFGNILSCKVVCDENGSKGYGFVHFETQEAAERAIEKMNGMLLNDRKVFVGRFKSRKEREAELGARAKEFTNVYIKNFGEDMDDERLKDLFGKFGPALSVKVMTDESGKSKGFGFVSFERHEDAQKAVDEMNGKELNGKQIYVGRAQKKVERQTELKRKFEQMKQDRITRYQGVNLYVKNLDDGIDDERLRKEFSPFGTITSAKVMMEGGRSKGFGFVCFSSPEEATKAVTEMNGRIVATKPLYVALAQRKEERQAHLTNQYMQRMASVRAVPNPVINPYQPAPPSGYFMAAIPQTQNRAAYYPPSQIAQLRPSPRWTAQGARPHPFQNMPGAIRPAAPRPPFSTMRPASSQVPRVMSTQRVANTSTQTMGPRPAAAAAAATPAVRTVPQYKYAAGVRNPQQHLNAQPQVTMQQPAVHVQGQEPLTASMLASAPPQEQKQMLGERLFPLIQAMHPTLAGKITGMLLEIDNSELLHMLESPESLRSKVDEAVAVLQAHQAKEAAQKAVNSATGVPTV
MT1-MMP act inh – blockers of MT1-MMP proenzyme processing, primary screen, HT1080 RFP-PRO-GFP cells, GFP/RFP fluorescence | Matrix metalloproteinase-14 (Homo sapiens), P50281 | GFP/RFP ratio change, % at 20 µM | actives 0.061% (n = 360,000) | GFP/RFP ratio fluorescence, overnight; percent of plate control window, DMSO zero;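 active = GFP/RFP ratio change of at least 30% with cell ATP level not reduced by more than half and red fluorescence within 50% of control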; also: strong numbers were not always called active
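Compound: 20 µM single dose, 1% DMSO / System: HT1080 RFP-PRO-GFP cells / Controls: DMSO and RFP-L50D-GFP cell wells / Read-out basis: GFP/RFP fluorescence ratio / Schedule: overnight compound exposure at 37 °C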
E coli Lon inh – inhibitors of E. coli Lon protease, primary screen, biochemical, fluorescence polarization; actives 0.42% (n = 360,000); purified E. coli Lon protease; P0A9M0; inhibition, % at 7.94 µM; in the data active = inhibition above about 13%, passing the limit was not always enough;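 also: 0% = enzyme with probe and DMSO and 100% = no enzyme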
FAS-TE inh – FAS thioesterase domain inhibitors, primary screen, biochemical, fluorescence intensity, uHTS. AID 602261, 2012. actives 0.67% (n = 360,000). recombinant FAS-TE, OMFH fluorogenic substrate, fluorescence endpoint. inhibition, % at 15 µM. Fatty acid synthase (Homo sapiens), P49327;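 active = compounds whose normalised, plate-corrected inhibition of enzyme fluorescence in the single-dose primary screen is 50% or more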;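 also: 0% = DMSO with enzyme and 100% = substrate without enzyme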
* = called active by the depositor.

SMILES	TbMetRS inhib	SKN-1 inh	MsrA inh	NRP1-CendR mod	bovine MsrA act	PABP1 MLLE inh	MT1-MMP act inh	E coli Lon inh	FAS-TE inh
Cc1ccc(C(=O)OCC(=O)NC2CC2)cc1S(=O)(=O)N1CCOCC1	-0.1	0	-0.2	-2	-1	-14	6	-4	-3
COc1cccc(Oc2cncnc2-c2ccc(OC)cc2O)c1	-0.7	25	1.2	-4	-6	-14	-6	-1	13
C=CCn1c(C)nnc1SCC(=O)Nc1oc(C)c2c(C)n[nH]c(=O)c12	-0.5	-7	0.1	4	-13	26	4	-18	-1
CC(=O)c1ccc(Nc2c([N+](=O)[O-])ccc3nonc23)cc1	-1.2	-11	-0.2	1	-3	4	7	-6	3
COc1ccc(S(=O)(=O)N2CCOCC2)cc1NC(=O)c1ccccc1-c1ccc(C(F)(F)F)cc1	0.6	10	-0.8	-4	1	-16	-3	5	4
Cc1cccc(N2CCN(C(=O)c3cc(=O)[nH]c4ccccc34)CC2)c1C	-0.5	-5	1.2	-5	0	-8	2	4	0
COC(=O)[C@]1(C)N[C@H](CN(C)C(=O)c2ccc(C(C)(C)C)cc2)[C@@H]2C(=O)N(C)C(=O)[C@@H]21	0.1	0	-1.3	14	-1	9	4	3	-8
Cn1c(-[n+]2c(-c3ccccc3)cc(-c3ccccc3)cc2-c2ccccc2)nc2c([N+](=O)[O-])cccc21	-1.3	7	2.6	0	-14	-99	-6	-4	24
CCN(CC)C(=O)c1cc(S(=O)(=O)N2CCCCC2)c[nH]1	-0.6	-13	3.0	-8	0	3	5	0	4
O=C(O)CSC1CC(=O)N(c2ccc(Cl)cc2)C1=O (stereo not given)	-2.5	0	-0.5	-2	-13	29	1	-2	-6
N#C/C(=C\C=C\c1ccccc1)c1nc(-c2ccc3c(c2)OCO3)cs1	0.0	47*	0.0	121	-2	-64	-12	-34	-50
Cc1cc(/C=C2/NC(=O)NC2=O)c(C)n1-c1ccc(C#N)cc1	-0.1	-3	0.5	0	-6	-2	1	-2	0
COCCCNc1c2c(nc3ccccc13)CCC2	-0.2	15	1.9	-6	1	-6	0	8	-8
COc1ccc(C(CNC(=O)c2oc3ccc(Br)cc3c2C)N2CCCCC2)cc1 (stereo not given)	-0.5	-1	1.1	-5	-1	-15	-2	4	19
COc1ccc(Cl)cc1N1C(=O)C2CCCN2C1c1ccccc1F (stereo not given)	0.0	3	-1.1	-2	-2	4	1	-3	-2
C=CCn1c(=O)c2ccccc2n2c(SCc3nc(N)nc(Nc4ccccc4C)n3)nnc12	-0.2	12	-1.3	1	-2	-58	9	9	-5
CC(=O)c1ccc(NC(=O)CSc2nnc3ccc(-c4ccccn4)nn23)cc1	-0.6	7	1.5	-5	-9	12	2	1	-7
COc1ccc(CCNCCN2CCOCC2)cc1	-0.7	3	0.3	12	1	9	2	0	-6
COc1ccc(CCNC(=O)/C=C/c2ccc(C)cc2)cc1OC	-0.9	3	0.2	16	-8	-2	2	-3	-1
CC(=O)Nc1cc2nc(C)n(Cc3ccccc3[N+](=O)[O-])c2nc1C	-0.1	-2	1.1	0	-3	1	1	5	-2
N#CCn1c(CN2CCCC2)nc2ccccc2c1=O	-0.6	4	-0.5	-3	-2	6	-3	10	-4
CN(C)/C=C1\C(=O)N(c2ccc(Cl)c(Cl)c2)CS1(=O)=O	0.1	-2	-0.7	15	-1	-9	2	-3	4
COc1ccc(N2CCN(C(=O)c3ccc(Br)o3)CC2)cc1	0.5	21	-0.6	2	-2	4	5	-9	0
O=C(Nc1ccc(Br)cn1)c1ccc2nccnc2c1	-1.0	26	-0.5	-21	-4	-23	-2	-6	-8
O=C(CCNS(=O)(=O)c1ccccc1F)N1CCN(S(=O)(=O)c2cccc(F)c2)CC1	-0.3	5	-0.6	-1	1	-11	-1	9	-1

The results go on:
SMILES	TbMetRS inhib	SKN-1 inh	MsrA inh	NRP1-CendR mod	bovine MsrA act	PABP1 MLLE inh	MT1-MMP act inh	E coli Lon inh	FAS-TE inh
COc1ccc(-n2ncc3c(SCC(=O)NNC(C)=O)ncnc32)cc1	0.0	24	-0.7	-1	-1	0	1	6	-3
COc1ccc(-c2nc3ccccc3nc2-c2ccc(OC)cc2)cc1	-0.9	16	0.7	0	-2	3	-6	6	30
CCC(COC)NCc1cn(-c2ccc(F)cc2F)nc1-c1ccccc1C (stereo not given)	-0.3	2	-1.7	26*	-1	2	-1	8	-2
COc1ccccc1CN1CCC(CNS(=O)(=O)c2cc(-c3cc(C)no3)ccc2C)CC1	-0.5	22	1.4	11	-1	3	-4	1	-1
C=CCOc1ccc(CNc2ccc(NC(=O)CCC)cc2)cc1OCC	-1.3	-3	0.0	-4	-8	-33	1	-10	-7
O=C(C=Cc1ccccc1)CC(c1ccccc1)N1CCOCC1 (stereo not given)	-0.2	83*	1.9	1	-6	8	5	0	1
CC(Sc1nnc(Cc2ccccc2)o1)C(=O)NC1(C#N)CCCCC1 (stereo not given)	-0.2	-11	0.8	7	-1	-12	2	-5	-4
CCOC(=O)c1c(C)[nH]c(O)c1C=Nc1ccc(Cl)cc1	0.0	32	0.1	-112	-2	-91	-34	-86	3
CC1=Nn2c(nc(-c3ccccc3)c2-c2ccccc2)NC(=O)C1Br (stereo not given)	-0.6	8	0.4	-15	-2	-8	-7	3	-5
O=C(NC1CCCCC1)n1c(=O)oc2ccccc21	0.4	22	-2.0	2	-2	-5	-2	3	0
CN(Cc1ccccc1)c1nc2c(c(=O)[nH]c(=O)n2C)n1C	-0.1	3	-0.1	4	-3	7	9	-5	-7
COCCN1CCN(C(=O)c2cc(COc3ccc(Cl)cc3OC)on2)CC1	-0.9	-1	-0.5	11	-11	-5	3	-1	-3
CCOc1ccc(NC(=O)Cn2nc(C(N)=O)c3ccccc3c2=O)cc1S(=O)(=O)N1CCCC1	-0.1	5	-0.3	-2	-2	-31	3	9	-4
CCCCOc1ccccc1NC(=O)CSc1nnnn1C(C)(C)C	-1.1	-13	0.4	1	-9	2	-2	2	16
COc1ccc(-c2csc(C(C)(O)c3ccccc3)n2)cc1OC (stereo not given)	-0.3	-1	-0.6	-7	-3	-7	-1	2	1
COC(=O)c1nc(-c2ccccc2)oc1N1CCOCC1	-0.6	11	2.2	-17	-2	4	1	-8	-3
O=C(c1ccccc1)C1CN(c2ccccc2)CC1c1ccc(Cl)cc1 (stereo not given)	-1.4	-4	0.8	16	-8	12	-5	3	22
C/C=C(\C)CN1CCC(n2nccc2NC(=O)c2ccc3c(c2)OCO3)CC1	-0.7	-10	1.3	12	-7	-3	3	-18	-3
O=C(N/N=C/c1cc2c(cc1Br)OCO2)c1cc2ccccc2o1	0.4	-1	2.9	7	-8	-22	-1	-6	12
CCCNC(=O)COc1ncnc2sc(C)c(C)c12	0.2	-5	-0.9	-10	-3	-9	13	-10	-2
CCc1ccc(OCC(=O)NNC(=O)C2CCC2)cc1	0.1	18	-0.3	2	-3	6	-3	-2	-7
COc1cccc(-c2ccc(C#N)c(SCC(=O)NCCc3ccccc3)n2)c1	-0.7	4	-0.7	6	-5	-3	3	-9	-6
Cc1ccc2c(c1)C(=O)C(=O)N2Cc1ccc(Cl)cc1	-0.1	9	-0.7	-7	3	-2	1	-4	15
CCOC(=O)C1=NN(C(=O)Cc2ccccc2)C(O)(c2ccc(Cl)cc2)C1 (stereo not given)	-0.1	-1	-0.7	8	-1	4	0	-9	9
O=C(Nc1nncs1)C1COc2ccccc2O1 (stereo not given)	-0.9	14	-0.2	15	-2	10	3	1	-6

(listing goes on)
SMILES	TbMetRS inhib	SKN-1 inh	MsrA inh	NRP1-CendR mod	bovine MsrA act	PABP1 MLLE inh	MT1-MMP act inh	E coli Lon inh	FAS-TE inh
Cc1nnc(N(CCC#N)CCC#N)s1	0.0	32	0.5	12	0	-3	1	-2	-6
CCOC(=O)c1ccc(NC(=O)NCc2ccccn2)cc1	-0.5	-3	-0.8	2	-1	3	-3	-6	1
COC(=O)CN=Cc1c(O)n(-c2ccc(Cl)cn2)c(=O)c2ccccc12	-0.5	-6	4.1	-12	2	-6	1	-1	-6
CN(C)S(=O)(=O)c1ccc(C(=O)NCc2nc3ccccc3s2)cc1	0.0	8	0.4	-2	-2	6	1	-6	-2
CCc1c(C(=O)NCCc2cccc(C)c2)[nH]c(C)c1C(C)=O	1.1	2	0.4	9	-11	-6	6	3	5
CCOc1cc(S(=O)(=O)N(CC)CC)ccc1F	-1.3	6	-0.6	7	-9	4	2	-1	1
CC(C)NCc1cc(Br)ccc1OCc1ccccc1	-0.5	-1	1.8	8	-2	-1	1	-2	-5
